Screening data (PubChem BioAssay)
TDP1 cell CPT = growth inhibition of DT40 Tdp1-/-;hTDP1 cells with camptothecin (screen for TDP1 inhibitors). chicken DT40 Tdp1-/-;hTDP1 cells + 20 nM CPT, ATP luminescence, 48 h. Potency, µM (doses to about 46.2 µM), without a hit: top-dose activity change, negative = growth inhibition, usual class: inhibitors. actives 12% (n = 420,000). AID 686979; further: nearly all actives have a fitted effect of over 55% in size
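Chicken DT40 Tdp1-/- cells stably complemented with human TDP1 were seeded at 400 cells/well in medium containing 20 nM camptothecin, exposed to pin-transferred compounds, and grown at 37 °C for at least 48 hr. Viability was read as ATP luminescence.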
TDP1 inh = inhibitors of human tyrosyl-DNA phosphodiesterase TDP1; Q9NUW8; recombinant TDP1, AlphaScreen DNA substrate cleavage; Potency, µM (titrated, usually from 130 µM), for the others: at the highest dose activity change, negative = inhibition, actives largely listed as inhibitors; actives 0.28% (n = 350,000); further: nearly all actives have a fitted effect of over 40% in size
Target sequence (Q9NUW8 whole entry, looked up): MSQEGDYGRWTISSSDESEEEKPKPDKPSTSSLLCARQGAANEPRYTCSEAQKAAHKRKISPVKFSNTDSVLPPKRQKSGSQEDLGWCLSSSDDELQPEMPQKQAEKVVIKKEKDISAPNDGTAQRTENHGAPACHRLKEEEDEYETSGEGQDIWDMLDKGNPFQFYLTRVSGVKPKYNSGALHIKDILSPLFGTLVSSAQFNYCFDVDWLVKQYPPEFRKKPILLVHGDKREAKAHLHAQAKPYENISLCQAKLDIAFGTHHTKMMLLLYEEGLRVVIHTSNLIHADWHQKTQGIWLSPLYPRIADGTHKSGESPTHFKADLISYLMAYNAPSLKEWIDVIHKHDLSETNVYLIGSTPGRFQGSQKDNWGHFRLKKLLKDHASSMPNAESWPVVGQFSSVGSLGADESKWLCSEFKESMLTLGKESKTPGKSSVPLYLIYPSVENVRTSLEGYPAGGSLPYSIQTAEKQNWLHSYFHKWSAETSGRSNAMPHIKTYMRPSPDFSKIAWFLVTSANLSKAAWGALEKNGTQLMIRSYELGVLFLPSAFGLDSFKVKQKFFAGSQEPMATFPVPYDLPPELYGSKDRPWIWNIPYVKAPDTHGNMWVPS
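Signal: AlphaScreen proximity between streptavidin donor and anti-FITC acceptor beads on intact substrate. Reaction: Tdp1 1 nM, substrate 15 nM final, 5 min RT after 15 min compound preincubation.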
TDP1 cell noCPT = qHTS for Inhibitors of human tyrosyl-DNA phosphodiesterase 1 (TDP1): qHTS in cells in absence of CPT. DT40 Tdp1-/- hTDP1 cells, no CPT, ATP luminescence, 48 h. Potency, µM (titrated, usually from 46.2 µM), inactives show at the highest dose activity change, negative = growth inhibition, hits mostly inhibitors. actives 15% (n = 420,000). AID 686978, 2013; further: nearly all actives have a fitted effect of over 55% in size
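No-CPT arm: Tdp1-/-;hTDP1 DT40 cells (400/well) plus compounds, incubated ≥48 hr at 37 °C. Readout CellTiter-Glo luminescence.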
An asterisk follows results filed as active; ? = inconclusive; · = no result given; & = joins results of further samples; [ ] = remark or other dose. The call rests on the fitted dose curve; in most records, active means well fitted curve in the direction sought with a large enough effect; inconclusive means small, poorly fitted or top-dose-only effect, or another doubt; inactive means no such curve, though single readings can be large; an effect the other way counts as inactive or inconclusive. On the % scale 0 is the no-effect control and ±100 the full control effect; potency means the concentration at half of the fitted maximal effect.

SMILES	TDP1 cell CPT	TDP1 inh	TDP1 cell noCPT
CCOc1ccc(NS(=O)(=O)c2ccc(Cl)c(C(=O)N(C)Cc3cccnc3)c2)cc1	?	3%	-32%
Cc1oc2c(CN3CCCC3)c(O)ccc2c(=O)c1-c1ccc(Cl)cc1	-27%	6%	1%
CCOC(=O)C(C)Sc1nc2ccccc2c(=O)n1CC (stereo not given)	?	3%	?
COc1cccc(N/C=C(\C#N)c2ccc(OCCCF)cc2)c1	18µM*	7%	?
O=C(NN1C(=O)C2C3C=CC(C3)C2C1=O)c1cccc(Cl)c1 (stereo not given)	-24%	9%	6%
CNC(=O)c1nnn(-c2ccccc2)c1C(=O)NC	-23%	5%	?
COc1ccc2cc(CN(CC3COCCO3)S(=O)(=O)c3ccc(Cl)cc3)c(=O)[nH]c2c1 (stereo not given)	-19%	-4%	?
CC1(C)S[C@@H]2[C@H](NC(=O)[C@H](N)c3ccccc3)C(=O)N2[C@H]1C(=O)OC1OC(=O)c2ccccc21 (stereo not given in full)	12µM*	·	8.2µM*
COC(=O)C1=C(C)NC(C)=C(C(=O)OC)C1c1ccc(-c2cccc([N+](=O)[O-])c2)o1	?	8%	?
CNC(=O)CN(c1cc([N+](=O)[O-])ccc1OC)S(C)(=O)=O	5%	6%	0%
CCC(CO)Nc1ccn2nc(-c3cccc(Cl)c3)cc2n1 (stereo not given)	23µM*	·	23µM*
Cc1ccc(S(=O)(=O)N2CCN(CC(=O)N/N=C/c3ccc(C)o3)CC2)cc1	-5%	6%	-21%
Nn1c(SCC(=O)NCCc2ccc(F)cc2)nnc1C1CCCCC1	0%	0%	-5%
O=C(NCc1ccccn1)C1CCN(S(=O)(=O)c2ccccc2F)CC1	-3%	0%[56.1 µM]	0%
CC1CCN(c2c(NCc3ccc(C(=O)NCCc4ccc(Cl)cc4)cc3)c(=O)c2=O)CC1	?	-1%	?
CCOc1ccc(S(=O)(=O)N2CCC(C(=O)OC(C)C(=O)NC3CCCCC3C)CC2)cc1 (stereo not given)	-23%	0%	?
Cc1ccccc1Cn1cc(NC(=O)c2cc(-c3cccs3)on2)cn1	-18%	0%	-6%
COc1cc(C2NC(=O)NC(C)=C2C(=O)OC(C)(C)C)ccc1OCC(N)=O (stereo not given)	3%	7%	11%
Cc1c(Cl)c(-c2n[nH]c(=S)n2CC(C)C)nn1C	-1%	3%	-7%
COc1ccc(-c2coc3cc(OC(C)=O)c(OC)cc3c2=O)cc1	-1%	0%	-20%
Cn1c(/C(C#N)=C/c2ccc(O)cc2)nc2ccccc21	?	5%	-16%
CCOC(=O)N1CCN(C(=O)C[C@@H]2C[C@@]3(C(=O)OCC)CCCC=C3N(Cc3ccco3)C2=O)CC1	-15%	·	?
CC(C)NC(=O)NC(=O)CN1c2cccc3cccc(c23)S1(=O)=O	5%	·	-27%
CC1(C)CC(=O)C=C(c2ccc(COC(=O)c3ccccc3)cc2)C1=O	-25%	·	?
O=c1cc(N2CCc3ccccc3C2)[nH]c(=O)n1-c1ccccc1Cl	-20%	2%	?

Four structures from above, sorted by count of non-hydrogen atoms, smallest number first.
SMILES	TDP1 cell CPT	TDP1 inh	TDP1 cell noCPT
Cc1c(Cl)c(-c2n[nH]c(=S)n2CC(C)C)nn1C	-1%	3%	-7%
CNC(=O)CN(c1cc([N+](=O)[O-])ccc1OC)S(C)(=O)=O	5%	6%	0%
CC1(C)CC(=O)C=C(c2ccc(COC(=O)c3ccccc3)cc2)C1=O	-25%	·	?
CCOc1ccc(NS(=O)(=O)c2ccc(Cl)c(C(=O)N(C)Cc3cccnc3)c2)cc1	?	3%	-32%

Next part.
SMILES	TDP1 cell CPT	TDP1 inh	TDP1 cell noCPT
CC(=O)c1ccccc1Oc1ncnc(N)c1[N+](=O)[O-]	-12%	·	16%
COc1ccc(C(CC(=O)NCCN2CCOCC2)NS(=O)(=O)c2ccc(C)cc2)cc1 (stereo not given)	-6%	7%	-7%
Cc1ccc([N+](=O)[O-])cc1S(=O)(=O)N1CCn2cccc2C1c1ccc(F)c(F)c1 (stereo not given)	?	5%	?
CC(C)C(=O)N1CCN(c2ccccc2NC(=O)c2cccc3ccccc23)CC1	?	·	16µM*
Cc1c(-c2ccc(Cl)cc2)c(=O)oc2ccc(OC(=O)N3CCOCC3)cc12	?	5%	21µM*
O=C(NCc1ccc2c(c1)OCO2)c1c(-c2ccsc2)sc2ccccc12	15µM*	-1%	15µM*
CN(C(=O)c1cccc(C#N)c1)c1nnc(C2CCOC2)s1 (stereo not given)	-2%	10%	6%
CCOC(=O)C1(C)CCCN(C(=O)c2cccs2)C1 (stereo not given)	-12%	·	9%
Cc1onc(-c2ccccc2)c1C(=O)N1CCN(S(=O)(=O)c2ccc3c(c2)OCCO3)CC1	-19%	1%	-29%
CCOC(=O)N1CCC(N(CCN(C)C)C(=S)Nc2cccc(OC)c2)CC1	-19%	4%	16%
O=C(C[C@H]1C/C=C\CCC(=O)O[C@@H](c2ccccc2)CNC1=O)NCCO	1%	1%	2%
Cc1ccc(OCC(=O)Nc2ccc(OCc3cc(=O)n4ccsc4n3)cc2)cc1	1%	12%	-16%
COc1ccc(Cl)cc1NC(=O)C/C(C)=N/NC(=O)c1ccc(O)cc1	1%	-1%	0%
Cc1cc(C(=O)NCC(=O)Nc2c(C)cccc2C)c2ccccc2n1	-14%	1%	-20%
CCOC(=O)CSc1nnc(CNC(=O)c2cccs2)n1-c1cccc(C)c1	-9%	0%	-11%
CC(C)(C)C1COc2ccccc2N1C(=O)c1cccc(Cl)c1 (stereo not given)	?	·	23µM*
Cn1c(SCc2cccc(F)c2)nnc1-c1ccncc1	-13%	·	2%
CN(C(=O)CCc1nnc(Cc2ccc(-c3ccccc3)cc2)o1)C1CCOCC1	?	4%	?
CC(=O)NS(=O)(=O)c1ccc(NC(=S)NC(=O)C(C)(C)C)cc1	-9%	-2%	-3%
COc1ccc(C(=O)N2N=C(c3ccccc3)CC2(O)C(F)(F)F)cc1 (stereo not given)	-82%	3%	-16%
CN(CCC#N)c1ccc(/C=C/c2ccnc3ccccc23)cc1	0.79µM*	·	2µM*
COCCCn1c(=O)/c(=C/c2ccccc2OC(F)F)s/c1=C(\C#N)C(=O)NCCOC	-11%	·	-20%
COc1ccc(O)c(C(=O)c2cc(C#N)c(=O)n(-c3c(C)n(C)n(-c4ccccc4)c3=O)c2)c1	-5%	8%	-3%
CCC(C)NS(=O)(=O)c1ccc(OCC(=O)Nc2ccc3c(c2)OCO3)cc1 (stereo not given)	-11%	5%	?
CCC1CN(C(=O)NCc2ccc(F)cc2)c2cc(C)ccc2O1 (stereo not given)	?	4%	?

Reformatted with each value named: part of the list above
> COc1ccc(Cl)cc1NC(=O)C/C(C)=N/NC(=O)c1ccc(O)cc1
  TDP1 cell CPT: 1%
  TDP1 inh: -1%
  TDP1 cell noCPT: 0%

> Cc1ccc(OCC(=O)Nc2ccc(OCc3cc(=O)n4ccsc4n3)cc2)cc1
  TDP1 cell CPT: 1%
  TDP1 inh: 12%
  TDP1 cell noCPT: -16%

Later entries:
SMILES	TDP1 cell CPT	TDP1 inh	TDP1 cell noCPT
CN(Cc1ccc(F)cc1)C(=O)CCc1nnc(-c2ccccc2)o1	0%	3%	-1%
Clc1cccc(CNCC2CCCO2)c1Cl (stereo not given)	-6%	4%	7%
C=CCC[C@@H](Cc1ccc(F)cc1)C(=O)OC[C@@H](Cc1c[nH]c2ccccc12)NC(=O)[C@@H](CC=C)CC(=O)N[C@H](CO)Cc1ccccc1	?	1%	?
O=C(c1ccc(COc2c(F)c(F)cc(F)c2F)o1)N1CCN(c2ccc(Cl)cc2)CC1	13µM*	9%	16µM*
CCn1c(CCNC(=O)c2ccc(OC)cc2)nnc1SCc1ccc(Cl)cc1Cl	?	0%	?
C[C@H](NC(=O)[C@@H]1Cc2ccccc2CN1C(=O)OC(C)(C)C)C(=O)NC1CCCCC1	-24%	2%	-9%
CC(C)NC(=O)N(C)C[C@H]1Oc2ccc(NC(=O)Cc3ccccc3)cc2C(=O)N([C@H](C)CO)C[C@@H]1C	-9%	2%	-15%
CCCCN=C1C([N+](=O)[O-])=CC=C2C1=NC1(CCCCC1)N2O	-27%	-3%	?
O=C(Nc1cccc(Cl)c1)Nc1nnc(CC2=CCCCC2)s1	4.6µM*	-5%	18µM*
COc1cc2sc(-c3ccc(S(C)(=O)=O)cc3)c(C#CCO)c2cc1OC	?	3%	?
CCc1nc2ccc(C(=O)NCc3cccs3)cn2c1N(CC)CCOC	?	·	?
O=c1[nH]c2ccc(S(=O)(=O)Nc3ccc(Br)cc3)cc2[nH]1	-21%	1%	-4%
CCS(=O)(=O)N1CCC(C(=O)Nc2ccc3c(c2)CCC3)CC1	-19%	2%	-12%
C=C[C@@H](c1ccccc1)[C@](C)(O)C(=O)O	19%	·	2%
COc1ccc(C)cc1N(CC(=O)Nc1ccc(S(=O)(=O)N2CCCC2)cc1)S(C)(=O)=O	-12%	1%	-20%
O=C(NCCS(=O)(=O)N1CCN(c2ccccc2F)CC1)c1cc(=O)c2ccccc2o1	-25%&-8%	0%&-5%	?
CN(C)S(=O)(=O)c1cccc(NC(=O)c2cccc(N3C(=O)CCC3=O)c2)c1	0%	7%	-8%
COc1ccc(OC)c(S(=O)(=O)NCCOC23CC4CC(CC(C4)C2)C3)c1	18µM*	5%	7.3µM*
O=C(Cc1ccc(Br)cc1)NO	?	·	?
CC(=O)NCCNc1nc2c(-c3cccc(C)c3)nnn2c2ccc(Cl)cc12	14%	4%	21%
O=C1CC(Nc2ccc(N3CCOCC3)cc2)C(=O)N1c1ccccc1 (stereo not given)	-1%	6%	1%
O=C(CC(c1ccccc1)c1ccccc1)Nc1ncn[nH]1	-5%	6%	-4%
Cc1c(/C=N/NC(=O)c2cccnc2)c2ccccc2n1Cc1ccccc1	12µM*	9%	7.3µM*
COc1ccc(N2CC(NC(=O)c3ccc(S(=O)(=O)N4CCCCC4)cc3)CC2=O)cc1OC (stereo not given)	-22%	8%	-8%
O=C(NCc1ccccc1F)C1CCCN(C(=O)Nc2ccccc2)C1 (stereo not given)	-7%	·	9%

Filtered by structure, the entries above containing bromine.
SMILES	TDP1 cell CPT	TDP1 inh	TDP1 cell noCPT
O=c1[nH]c2ccc(S(=O)(=O)Nc3ccc(Br)cc3)cc2[nH]1	-21%	1%	-4%
O=C(Cc1ccc(Br)cc1)NO	?	·	?

Going on with the list:
SMILES	TDP1 cell CPT	TDP1 inh	TDP1 cell noCPT
CC(C)c1ccc(CN2CCN(C(=O)CSc3nnnn3C3CC3)CC2)cc1	?	1%	12µM*
CN(C(=O)c1cccc(NC(=O)Cc2ccc(NC(=O)C3CCN(S(=O)(=O)c4cccc([N+](=O)[O-])c4)CC3)cc2)c1)C1CCCCC1	?	·	?
Cc1csc(=O)n1CCC(=O)OCc1nnc(-c2ccccc2)o1	27%	0%	2%
CCc1ccc(-c2nn(CC(=O)NCc3ccccc3)c3c2cnc2ccc(F)cc23)cc1	-15%	3%	-27%
Cn1nc(C(C)(C)C)cc1NC(=O)C1(C)CCN1C(=O)C1(c2ccccc2)CC1 (stereo not given)	?	·	?
CCc1cc2c(=O)[nH]c(-c3ccncc3)nc2s1	-17%	0%	3%
CCCCN(C)C(=O)Cn1nc(-c2ccc(Cl)cc2)ccc1=O	-7%	·	-17%
CC(=O)c1cccc(NC(=O)NCCc2c[nH]c3ccccc23)c1	-14%	4%	?
O=[N+]([O-])c1ccc(Nc2nc(N/N=C/c3cccc(F)c3)nc(N3CCCC3)n2)cc1	6.5µM*	8%	8.2µM*
O=C(CSc1nc2ccccc2c(=O)n1-c1ccc(F)cc1)NC1CC1	-14%	0%	16%
Cn1cnc([N+](=O)[O-])c1Sc1ccccc1	18µM*	-8%	23µM*
COc1cc(/C=C2\SC(=S)N(NC(=O)c3ccc(O)cc3)C2=O)ccc1O	-3%	·	-13%
Cn1c(C(=O)N2CCC(C(N)=O)CC2)cc2cc(Cl)ccc21	29%	6%	16%

Copied from the list.
Reading of O=C(CSc1nc2ccccc2c(=O)n1-c1ccc(F)cc1)NC1CC1 in TDP1 cell noCPT: 16%
Reading of CC(C)c1ccc(CN2CCN(C(=O)CSc3nnnn3C3CC3)CC2)cc1 in TDP1 cell noCPT: 12µM*
